KOR beta-arrestin-1: KOR antagonists, beta-arrestin recruitment, cell-based, luminescence, uHTS (AID 1778) | Kappa-type opioid receptor (Homo sapiens) | KOR beta-arrestin recruitment, luminescence, antagonist mode; higher % means a stronger effect | inhibition, % at 10 µM; hits with a dose series show IC50 in µM | 0.091% of 290,000 active; also: strong numbers were not always called active
KOR beta-arrestin-2: KOR agonists, beta-arrestin recruitment, primary screen, cell-based, luminescence, uHTS (AID 1777). Kappa-type opioid receptor (Homo sapiens). KOR beta-arrestin recruitment, luminescence; higher % means a stronger effect. activation, % at 10 µM; hits with a dose series show EC50 in µM. 0.02% of 280,000 active; in the data active = activation above about 50%, passing the limit was not always enough; also: a part of the inactive calls stands beside numbers as strong as those of hits
HEK293 NOD2/NF-kB: NOD2 signaling inhibitors, cell-based, luminescence, uHTS, HEK293 (AID 1566); HEK293 NOD2/NF-kB luciferase reporter, luminescence; higher % means a stronger effect; inhibition, % at 4 µM, or EC50 in µM where a hit was titrated; 0.63% of 290,000 active; also: many of its hits are not listed in these tables
NOD1 NF-kB reporter: NOD1 signaling inhibitors, primary screen, cell-based, luminescence, uHTS (AID 1578); NOD1-driven NF-kB luciferase reporter cells, luminescence; higher % means a stronger effect; inhibition, % at 4 µM, or EC50 in µM where a hit was titrated; 1% of 290,000 active; in the data active = inhibition mostly above about 36%, no sharp cut-off; inactive = mostly below about 34%;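 also: HEK-293T reporter cells stimulated with the NOD1 agonist gamma-tri-DAP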
SV40 large T antigen: SV40 large T antigen inhibitors, biochemical (AID 1903) | SV40 large T antigen ATPase/helicase inhibition assay; higher % means a stronger effect | inhibition, % at 20 µM; hits with a dose series show IC50 in µM | 0.39% of 310,000 active; in the data active = a potency from the dose series; inconclusive = inhibition mostly from about 32% at the one dose, without a potency; inactive = the rest, 99 in 100 with inhibition below about 32%; also: strong numbers were not always called active
MgcRacGAP inhibition: MgcRacGAP GTPase-activating activity inhibitors, confirmation, biochemical, ADP Hunter fluorescence; one-dose inhibition, % at 30 µM; IC50 in µM for titrated hits; AID 624330, 2012; Rac GTPase-activating protein 1 (Homo sapiens); MgcRacGAP-stimulated Rac1 GTP hydrolysis, ADP Hunter fluorescence; higher % means a stronger effect; GST-tagged Rac1 F28L mutant substrate; 0.6% of 340,000 active;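 active = first-screen hits whose inhibition reached a set limit at any dose in the follow-up dose series; inconclusive = inhibition above the set first-screen limit but never retested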;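 also: fluorescence reports GDP produced by GAP-driven GTP hydrolysis; strong numbers were not always called active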
GPR55 beta-arrestin: GPR55 agonists via beta-arrestin recruitment, primary screen, imaging, U2OS cells, beta-arrestin-GFP redistribution (AID 1961); activation, % at 10 µM; hits with a dose series show EC50 in µM; U2OS GPR55 beta-arrestin-GFP redistribution imaging; higher % means a stronger effect; 0.048% of 290,000 active; G-protein coupled receptor 55 (Homo sapiens);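 active = activation above 40% with more than 50 cells counted in the well; inconclusive = wells holding fewer than 50 cells, flagged as toxic or sparse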;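 also: U2OS osteosarcoma cells stably expressing GPR55 and beta-arrestin-GFP; plate controls were DMSO negative control for no effect and LPI positive control for full effect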
HIV peptide binding: inhibitors of HIV fusion peptide binding, primary screen, biochemical, uHTS, fluorescence dequenching (AID 1986) | cell-free peptide binding, fluorescence dequenching, 30 min; higher % means a stronger effect | inhibition, % at 20 µM, or IC50 in µM where a hit was titrated | 0.3% of 290,000 active; in the data active = inhibition mostly above about 52%, no sharp cut-off; inactive = mostly below about 76%; also: some results filed as inactive read as strong as hits
GPR55 LPI antagonism: GPR55 antagonists blocking LPI-driven arrestin recruitment, primary screen, imaging, U2OS, beta-arrestin-GFP, LPI agonist (AID 2013). G-protein coupled receptor 55 (Homo sapiens). inhibition, % at 10 µM; hits with a dose series show IC50 in µM. 0.13% of 290,000 active. U2OS GPR55 beta-arrestin-GFP translocation imaging, LPI antagonism; higher % means a stronger effect;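 active = spots per cell inhibited over 60%, with over 100 cells counted and total cytoplasm intensity under 500,000; inconclusive = wells with under 100 cells, flagged as likely toxic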;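 also: U2OS cells stably carrying GPR55 and arrestin-GFP stimulated by 5 µM LPI near EC80; imaged beta-arrestin-GFP aggregate spots per cell after agonist stimulation; plate controls were LPI-stimulated DMSO wells for no effect and DMSO wells without LPI for full effect; some results filed as inactive read as strong as hits; confirmed hits need IC50 under 10 µM and bright autofluorescent wells are also inconclusive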
An asterisk follows results filed as active; ? = inconclusive; . = not tested or not shown; [ ] = dose if it differs, or a comment. Rule as the data show it, unless noted: active = inhibition above about 50%; inactive = the rest. Some of the compounds tested, so the mix of outcomes need not match the whole.

SMILES	KOR beta-arrestin-1	KOR beta-arrestin-2	HEK293 NOD2/NF-kB	NOD1 NF-kB reporter	SV40 large T antigen	MgcRacGAP inhibition	GPR55 beta-arrestin	HIV peptide binding	GPR55 LPI antagonism
Cc1ccc(CNC(=O)[C@H](C)[C@H]2C[C@]2(C)[C@H](NC(=O)OCc2ccccc2)c2ccccc2)o1	-31%	5.0%	.	.	8%	3%	-0.3%	2.5%	-8%
Clc1nnc(N/N=C/c2ccccc2)c2ccccc12	-28%	2.0%	-89%	-119%	6%	5%	-0.1%	1.1%	-4%
CC(C)COc1ccc(S(=O)(=O)n2cc(F)c(=O)[nH]c2=O)cc1	-45%[20 µM]	.	19%	-19%	6%	3%	-0.1%	2.9%	8%
Cc1ccc(N2CC(C(=O)N3CCCCCC3)CC2=O)cc1 (stereo not drawn)	-1%	1.5%	10%	-27%	8%	8%	-0.1%	-1.0%	27%
Cc1ccc(NC(=S)NCc2ccc3c(c2)OCO3)cc1C	20%	0.8%	9%	-25%	13%	5%	-0.2%	-1.9%	12%
CCn1c(SC(C)C(=O)NC2CCCc3ccccc32)nnc1-c1cccs1 (stereo not drawn)	-21%	-2.3%	-9%	5%	15%	3%	-0.2%	53%	-2%
Cc1ccc(-n2c(Cn3cnc4ccccc43)nnc2SCC(=O)O)cc1	-5%	0.8%	22%	-5%	5%	7%	-0.1%	1.0%	11%
COc1ccc(CNn2c(-c3cccs3)nc3ccccc3c2=O)cc1OC	-37%	-1.9%	10%	1%	22%	4%	-0.3%	-2.1%	8%
O=C(NCCN1CCOCC1)c1ccc(CS(=O)c2ccccc2Cl)o1 (stereo not drawn)	-2%	1.1%	6%	-11%	10%	0%	-0.1%	-1.5%	3%
O=S1(=O)CCO[C@H]2Cc3ccccc3[C@H]2N1Cc1cccc(C(F)(F)F)c1	-37%[20 µM]	1.7%	-6%	26%	6%	8%	0.4%	1.6%	-1%
O=S(=O)(Nc1cccc(-c2nc3cccnc3s2)c1)c1ccc2c(c1)OCCO2	-4%	-4.7%	24%	49%	9%	-7%	-0.3%	1.1%	3%
CC(=O)Nc1ccc(S(=O)(=O)N(CCc2ccccc2)CC(=O)N/N=C/c2ccc(C(=O)O)cc2)cc1	3%	-3.0%	12%	-20%	-18%	-3%	-0.2%	4.6%	5%
Clc1ccc(Nc2nc3ccccc3n3nnnc23)cc1	-38%	-1.4%	-5%	-47%	8%	3%	0.0%	2.2%	-1%
COc1ccc(N2CCN(C(=O)c3ccc4c(c3)[nH]c(=S)n3c5ccccc5nc43)CC2)cc1	-2%	-5.3%	10%	-20%	31%	.	0.4%	4.8%	9%
C/C(=N\Nc1ccc2nncn2n1)c1ccco1	-18%	4.0%	-22%	-11%	14%	-5%	0.7%	1.4%	3%
NC(=O)c1cc(C(=O)c2ccc(Cl)cc2)c[nH]1	20%	-1.1%	18%	11%	1%	3%	-0.1%	-0.7%	6%
C=CCn1c(=O)c2ccccc2n2c(SCc3c(C(=O)OCC)oc4ccccc34)nnc12	18%	16%	6%	-1%	.	7%	0.7%	25%	2%
Cc1cc(C)nc(NS(=O)(=O)c2ccc(NC(=O)c3cc(-c4ccccc4)nc4ccccc34)cc2)n1	-16%	-2.4%	19%	-11%	6%	6%	0.4%	26%	19%
CC(=O)NC(Cc1ccc(C)cc1)C(=O)NC1CCN(c2ncccc2[N+](=O)[O-])CC1 (stereo not drawn)	26%	-5.0%	2%	-38%	9%	4%	0.6%	-1.0%	12%
COc1ccccc1CCNC(=O)C(=O)NCC1OCCN1S(=O)(=O)c1ccc(Br)cc1 (stereo not drawn)	21%	-3.7%	10%	32%	12%	3%	-0.2%	1.5%	8%
COc1ccc(Nc2ncnc3c2c(C)c(C)n3CCO)cc1	23%	-2.5%	-42%	4%	6%	12%	0.0%	-2.1%	-4%
COc1ccc(C(=O)CSc2n[nH]c(=O)n2Cc2ccco2)cc1	12%	-0.6%	10%	1%	13%	6%	-0.2%	0.3%	-5%
COc1cccc(CCC(=O)N2CCC(n3nccc3NC(=O)C3CCOC3)CC2)c1 (stereo not drawn)	-30%	8.6%	15%	16%	3%	2%	0.9%	3.5%	-23%
N#C/C(=C/c1ccc(Sc2nc3ccccc3[nH]2)o1)c1ccccc1F	2%	0.5%	14%	20%	-2%	5%	-0.1%	-0.3%	15%
O=[N+]([O-])c1ccc(Nc2nc(Cl)nc(NCCO)n2)cc1	11%	-2.7%	15%	-14%	4%	7%	-0.3%	-0.9%	7%
CCCN1C(=O)c2cc(C(=O)NCc3ccc(OC)cc3)ccc2C1O (stereo not drawn)	-37%	-1.4%	7%	-7%	11%	1%	-0.1%	1.4%	4%
CCN1C(=O)/C(=C\c2nc3ccccc3c(=O)n2CC)c2ccccc21	-26%	-1.9%	2%	-2%	9%	9%	-0.2%	-1.4%	10%
Cc1cc(C)cc(NC(=O)C2CCCN(S(=O)(=O)c3c(C)noc3C)C2)c1 (stereo not drawn)	-42%	2.0%	16%	-4%	-9%	10%	-0.1%	-0.9%	1%
COc1ccc(CCNC(=O)c2nonc2N)cc1OC	-21%	1.6%	6%	-6%	-2%	1%	0.4%	0.6%	14%
O=C1CCCN1CC(=O)N1CCCC(Nc2cccc(F)c2)C1 (stereo not drawn)	1%	-1.4%	-8%	-36%	11%	6%	-0.1%	0.4%	14%
CC(C)C(=O)Nc1ccc2c(c1)nc1n2CCSC1	-10%	-1.8%	-11%	-18%	24%	6%	-0.1%	3.4%	-1%
Cc1cccc(NC(=O)CN2C(=O)S/C(=C\C(=O)Nc3ccc(Cl)cc3)C2=O)c1	22%	-2.2%	0%	2%	14%	-5%	0.2%	8.9%	11%
COc1ccc(/C=C/C(=O)c2cccc(-n3cnnn3)c2)cc1O	1%	-4.1%	0%	-15%	-1%	1%	-0.2%	7.7%	0%
CCC(Oc1ccc2ccccc2c1)C(=O)O (stereo not drawn)	-16%	0.5%	6%	13%	-13%	10%	0.6%	-1.0%	-2%
COc1ccc(CCN(C)CC(O)COc2ccc(C(C)=O)cc2OC)cc1OC (stereo not drawn)	30%	-1.5%	-3%	-16%	12%	17%	1.6%	-0.4%	1%
O=C(COc1ccc(F)cc1)N1CCC(c2ccccc2)C1 (stereo not drawn)	-3%	-5.6%	15%	-17%	2%	1%	-0.3%	-0.3%	7%
Cc1nnc(NC(=O)CSc2ccc(-c3ccc(Cl)cc3)nn2)s1	-16%	0.3%	-4%	-25%	3%	-4%	0.0%	0.1%	4%
COc1ccc(Cl)cc1N1C(=NC(=O)C2CCCCC2)SC2CS(=O)(=O)CC21 (stereo not drawn)	-4%	4.8%	-14%	-16%	7%	10%	-0.1%	0.8%	-18%
O=C(NCc1ccccn1)C(=O)N/N=C/c1ccc2c(c1)OCO2	10%[20 µM]	.	-1%	-26%	11%	0%	0.2%	-1.5%	-3%
Cc1cccc(OCc2nc3c4c(ncn3n2)-c2ccccc2CC42CCCC2)c1	-21%	0.4%	10%	-2%	15%	4%	0.1%	0.0%	-5%
O=C(NCCC1=CCCCC1)C1CCN(c2nc3ccccc3o2)CC1	-10%	1.4%	9%	8%	2%	-7%	0.2%	-0.1%	3%
O=C(NCc1ccncc1)C1CCCN(S(=O)(=O)c2ccc(Br)cc2)C1 (stereo not drawn)	0%	2.2%	8%	-10%	-2%	8%	-0.1%	-2.2%	-8%
CCCN(CCC)S(=O)(=O)c1ccc(C(=O)NCc2ccc3c(c2)OCO3)cc1	20%	-1.6%	10%	-8%	3%	6%	-0.1%	-1.3%	-6%
CCOC1(OCC)C(c2ccc(N)cc2)C(C#N)(C#N)C1(OCC)OCC (stereo not drawn)	27%	0.6%	14%	2%	3%	4%	0.2%	-0.4%	23%
O=C(/C=C/c1ccc(F)cc1)c1cc(Br)ccc1O	11%	-0.6%	-12%	-2%	18%	12%	0.4%	-0.9%	22%
Clc1ccc(OCCn2cnc3ccccc32)c(Cl)c1	-22%	-0.4%	14%	-26%	0%	10%	-0.3%	-0.7%	-1%
COc1cc2[nH]c(=O)c(C(=O)NCc3ccccc3Cl)c(O)c2cc1OC	29%	-8.0%	-50%	4%	19%	8%	-0.2%	-1.5%	-2%
Cn1ccnc1C(OC(=O)c1ccc(Cl)cc1)C(F)(F)F (stereo not drawn)	-5%	-5.6%	-11%	-10%	8%	.	-0.1%	-1.5%	3%
CCCc1[nH]nc2c1C(c1ccc(O)c(OC)c1)C(C#N)=C(N)O2 (stereo not drawn)	-22%	0.5%	19%	8%	?	14%	-0.2%	-2.2%	3%
Cc1cccc(N(CC(=O)Nc2cccnc2)S(C)(=O)=O)c1	-5%	4.9%	3%	-12%	4%	-5%	-0.1%	0.3%	1%
COc1ccc(C2CC(c3c(Cl)cccc3Cl)n3nc(N)nc3N2)cc1 (stereo not drawn)	31%	-3.0%	-10%	-3%	1%	4%	-0.2%	6.0%	-4%
Cc1cccc(NC(=O)CSc2nnc(-c3n[nH]c4ccccc34)o2)c1	21%	-2.6%	-22%	-37%	18%	11%	-0.4%	0.5%	25%
CCOC(=O)C1=C(c2ccccc2)NC(=O)NC1c1ccc(O)c(OCC)c1 (stereo not drawn)	10%	-2.1%	0%	-21%	4%	4%	0.4%	0.7%	-3%
CC(=O)Nc1ccc(Cc2nc3c([nH]2)c(=O)n(C)c(=O)n3C)cc1	0%	1.2%	11%	4%	6%	.	0.3%	1.5%	-2%
Nc1nc2n(n1)C(c1ccc(Cl)cc1)CC(c1ccc(F)cc1)N2 (stereo not drawn)	36%	-3.1%	12%	-12%	1%	9%	0.7%	0.6%	3%
COc1ccccc1-c1cc(C(=O)Nc2cc(C)nn2-c2ccccc2)no1	-74%	5.8%	-10%	0%	6%	6%	-0.5%	-1.0%	5%

Sorted by the number under KOR beta-arrestin-1 (smallest number first): 3 of the compounds above
SMILES,KOR beta-arrestin-1,KOR beta-arrestin-2,HEK293 NOD2/NF-kB,NOD1 NF-kB reporter,SV40 large T antigen,MgcRacGAP inhibition,HIV peptide binding
COc1ccccc1-c1cc(C(=O)Nc2cc(C)nn2-c2ccccc2)no1,-74%,5.8%,-10%,0%,6%,6%,-1.0%
CCOC(=O)C1=C(c2ccccc2)NC(=O)NC1c1ccc(O)c(OCC)c1 (stereo not drawn),10%,-2.1%,0%,-21%,4%,4%,0.7%
CCOC1(OCC)C(c2ccc(N)cc2)C(C#N)(C#N)C1(OCC)OCC (stereo not drawn),27%,0.6%,14%,2%,3%,4%,-0.4%

Bioassay records: PubChem, several laboratories
